Assay outcomes: PubChem, National Center for Advancing Translational Sciences (NCATS)
ELG1 genotox: qHTS screen for small molecules that induce genotoxicity in human embryonic kidney (HEK293T) cells expressing luciferase-tagged ELG1; 330,000 tested, 1.3% active; HEK293T ELG1-luciferase reporter, luminescence, 16 h; AID 504466, 2011; Potency, µM (highest dose often 46 µM), without a hit: at the top dose activity change, positive = activation, hits mostly activators; note: potency is the fitted concentration of half-maximal effect; % of control where 0% means no effect; nearly all actives have a fitted effect of over 60% in size
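HEK293T cells expressing luciferase-tagged ELG1 were exposed to compound or DMSO vehicle for 16 hr at 37 °C and 5% CO2. Luciferase activity was then measured with ONE-Glo after 30 min at room temperature.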
BRCA1 expr act: qHTS Assay to Identify Small Molecule Activators of BRCA1 Expression; 380,000 tested, 1.1% active; Potency, µM (doses to about 46.1 µM), inactives show at the top dose activation, actives largely listed as activators; AID 624202, 2012; MCF7-BRCA1-FFLuc reporter, luminescence, 48 h; response scale: scaled: vehicle 0%, 10 µM genistein 100%; note: potency is the fitted concentration of half-maximal effect; nearly all actives have a fitted effect of over 80% in size; some results filed as inactive show a strong effect at the top dose
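Activators of BRCA1 expression were detected as increased firefly luciferase luminescence in engineered MCF7 cells after 48 h compound incubation. Signals were scaled to genistein 10 microM as full activation.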
PTAP TSG101 blk: qHTS Assay for Iinhibitors of HIV-1 Budding by Blocking the Interaction of PTAP/TSG101. Fluorescence polarization, FITC-PTAP peptide / Tsg101 binding. Potency, µM (titrated, usually from 115 µM), inactives show top-dose activity change, negative = inhibition, most hits filed as inhibitors. 340,000 tested, under 10 active; active = well fitted inhibition curve with a large enough effect in the main read-out, with a control signal flat, not every such curve was filed as active; inconclusive = small, poorly fitted or top-dose-only effect, or effect the other way, or a change in a side signal; inactive = no such curve, though single readings can be large or run the other way; note: potency is the fitted concentration of half-maximal effect; % of control where 0% means no effect
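Compounds were pin-transferred onto Tsg101 binding domain (10 uM final) in HEPES pH 7.5 buffer, then FITC-PTAP peptide was added at 50 nM final. After 20 min at RT, polarization reported peptide displacement across a qHTS concentration series.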
Integrin act MD: qHTS for Activators of Integrin-Mediated Alleviation for Muscular Dystrophy. alpha7betagal myoblasts, beta-gal FDG fluorescence, 48 h. Potency, µM (highest dose often 38.3 µM), without a hit: at the highest dose activation, actives largely listed as activators. AID 624291, 2012. 350,000 tested, 0.064% active;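 note: potency is the fitted concentration of half-maximal effect; 100% = response of the positive control SU9516; nearly all actives have a fitted effect of over 60% in size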
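alpha7betagal+/- myoblasts (passage 13, 250/well) treated 48 h at 37C with compounds at 1:260 dilution of DMSO stock. Lysed, then beta-galactosidase activity read as FDG fluorescence (ex 480/em 540) after 30 min, with pre-read for autofluorescence.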
ASM inhibitor: Inhibitors of Secretory Acid Sphingomyelinase (S-ASM): qHTS | Sphingomyelin phosphodiesterase (Homo sapiens), P17405 | placental ASM, HMU-PC fluorogenic substrate, 60 min | Potency, µM (top dose mostly 57.5 µM), without a hit: top-dose activity change, negative = inhibition, most hits filed as inhibitors | 340,000 tested, 0.006% active | AID 504937, 2011; note: potency is the fitted concentration of half-maximal effect
Target sequence (P17405 47-631 limits assumed): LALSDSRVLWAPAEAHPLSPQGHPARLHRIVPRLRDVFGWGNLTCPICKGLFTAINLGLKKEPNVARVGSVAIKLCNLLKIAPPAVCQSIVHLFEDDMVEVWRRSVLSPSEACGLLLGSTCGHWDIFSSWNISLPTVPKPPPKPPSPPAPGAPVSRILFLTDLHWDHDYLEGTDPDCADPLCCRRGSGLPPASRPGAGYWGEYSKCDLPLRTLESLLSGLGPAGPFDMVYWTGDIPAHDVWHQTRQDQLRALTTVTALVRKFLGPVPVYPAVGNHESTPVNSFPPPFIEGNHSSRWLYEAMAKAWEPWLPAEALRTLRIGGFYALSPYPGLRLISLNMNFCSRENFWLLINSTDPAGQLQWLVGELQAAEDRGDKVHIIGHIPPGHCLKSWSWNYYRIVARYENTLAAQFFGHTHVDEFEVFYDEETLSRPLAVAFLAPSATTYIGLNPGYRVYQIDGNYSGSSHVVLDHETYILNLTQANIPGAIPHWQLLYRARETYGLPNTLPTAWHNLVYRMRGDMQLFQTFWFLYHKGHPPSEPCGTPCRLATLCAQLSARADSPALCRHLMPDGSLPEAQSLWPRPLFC
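Human placenta-derived ASM enzyme was preincubated with compound for 10 minutes at room temperature, then given fluorogenic substrate HMU-PC0 (9 uM final) for 60 minutes at 37 °C; a pH 10 stop preceded fluorescence reading at Ex 386/Em 447 nm.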
uPA surface inh: qHTS for Inhibitors of Cell Surface uPA Generation | cell surface uPA generation assay, qHTS | Potency, µM (series often up to 38.3 µM), for the others: at the highest dose activity change, negative = inhibition, hits mostly inhibitors | 330,000 tested, 0.31% active | AID 540303, 2011; active = well fitted inhibition curve with a large enough effect; inconclusive = small, poorly fitted or top-dose-only effect; inactive = no such curve, though single readings can be large or run the other way; tested in mouse RAW 264.7 cells; note: potency is the fitted concentration of half-maximal effect; % is set by controls: 0 for no effect and ±100 for the full control effect; nearly all actives have a fitted effect of over 55% in size
p53 reactivator: qHTS assay for re-activators of p53 using a Luc reporter; Potency, µM (series often up to 92.2 µM), inactives show at the highest dose activity change, positive = activation, actives largely listed as activators; H1299 p53-A138V BP100-luciferase reporter, luminescence, 24 h; AID 504706, 2011; 320,000 tested, 0.063% active; note: potency is the fitted concentration of half-maximal effect; % of control where 0% means no effect; nearly all actives have a fitted effect of over 45% in size
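p53-null H1299 cells stably carrying temperature-sensitive p53-A138V and a BP100-luciferase reporter were pinned with compounds (4-point, 1:5 series) and held 24 hrs at 37 deg C. Luminescence was read 10 min after detection reagent.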
TRPV1 ag: HTS Assay for Compounds that Act as Agonists of the Vanilloid Receptor 1 | Transient receptor potential cation channel subfamily V member 1 (Homo sapiens), Q8NER1 | TRPV1-expressing cells, Fluo-8 calcium influx, agonist mode | activation, % at 8.33 µM | 320,000 tested, 0.19% active; in the data active = activation above about 80%; inconclusive = between about 30% and that limit; note: 0% is about no effect
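Fluo-8 calcium influx in TRPV1-expressing cells, kinetic read (ex 480/em 520 nm). Compound added and read 3 min for agonist activity, followed by capsaicin at EC20 final and 2 min further read for enhancement.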
Eya2 phos inh: qHTS Assay for Inhibitors of the Phosphatase Activity of Eya2. Protein phosphatase EYA2 (Homo sapiens), O00167. recombinant Eya2, OMFP fluorescence dephosphorylation (OMFP is methylfluorescein phosphate). Potency, µM (top dose mostly 76.9 µM), for the others: top-dose activity, negative = inhibition, actives largely listed as inhibitors. 330,000 tested, 0.006% active. AID 488837, 2010; note: potency is the fitted concentration of half-maximal effect; % is set by controls: 0 for no effect and ±100 for the full control effect
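Eya2 protein (added as 0.2 uM solution) was preincubated with compound for 10 min at ambient temperature in 50 mM HEPES pH 7.5, 50 mM NaCl, 5 uM MgCl2, 0.05% BSA, 1 mM DTT. OMFP (added at 50 uM) then reacted 10 min; fluorescence read at 485/525 nm.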
B2AR arrestin: qHTS assay of beta-arrestin-biased ligands of beta2-adrenergic receptor; beta-arrestin recruitment to beta2AR, cell-based reporter; Potency, µM (top dose mostly 46.1 µM), for inactives: top-dose activation, most hits filed as activators; 330,000 tested, 0.02% active;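 note: potency is the fitted concentration of half-maximal effect; 0% = DMSO controls and full agonism = EC100 isoproterenol or metaproterenol; nearly all actives have a fitted effect of over 65% in size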
Target sequence (P07550 whole entry, looked up): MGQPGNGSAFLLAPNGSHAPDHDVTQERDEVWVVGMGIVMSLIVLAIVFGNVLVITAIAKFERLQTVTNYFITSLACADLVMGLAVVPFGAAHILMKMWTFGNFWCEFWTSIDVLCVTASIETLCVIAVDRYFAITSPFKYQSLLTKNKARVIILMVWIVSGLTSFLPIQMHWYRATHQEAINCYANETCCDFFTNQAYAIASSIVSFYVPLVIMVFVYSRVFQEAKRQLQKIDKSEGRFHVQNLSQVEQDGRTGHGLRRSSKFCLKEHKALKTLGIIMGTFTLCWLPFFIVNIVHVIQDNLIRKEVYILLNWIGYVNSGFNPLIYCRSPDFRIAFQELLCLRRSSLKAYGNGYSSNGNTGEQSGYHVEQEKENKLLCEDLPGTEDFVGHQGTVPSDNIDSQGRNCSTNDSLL
USP2a inh: qHTS Assay for Inhibitors of Ubiquitin-specific Protease USP2a Using CHOP2 as the Reporter; 330,000 tested, 0.01% active; USP2 core, Ub-CHOP2 coupled fluorogenic reporter, 485/531; AID 463254, 2010; Ubiquitin carboxyl-terminal hydrolase 2 (Homo sapiens), O75604; Potency, µM (titrated, usually from 38.3 µM), without a hit: at the highest dose activity change, negative = inhibition, actives largely listed as inhibitors;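 note: potency is the fitted concentration of half-maximal effect; plate controls were DMSO wells for no effect and full inhibition by NEM control for full effect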
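USP2 core (10nM final) preincubated 30min RT with compound in 20mM Tris-HCl pH 8.0, 2mM CaCl2, 2mM beta-mercaptoethanol, 0.05% CHAPS; 25nM Ub-CHOP2 plus 25nM reporter substrate added, fluorescence (Ex485/Em531) read after 60min.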
* hit, by the source's call; [ ] = remark or other dose. Unless noted, calls come from the whole dose curve; as a rule, active = well fitted curve in the direction sought with a large enough effect; inconclusive = small, poorly fitted or top-dose-only effect, or another doubt; inactive = no such curve, though single readings can be large; an effect the other way counts as inactive or inconclusive.

What do the screens show for `CCn1nc(C(=O)OCC(=O)Nc2ncc(Cl)c(C)c2Cl)c2ccccc2c1=O`?
ELG1 genotox: 1%; BRCA1 expr act: 0%; PTAP TSG101 blk: -4%; Integrin act MD: -23%; ASM inhibitor: -4%; uPA surface inh: 7%; p53 reactivator: 5%; TRPV1 ag: -7; Eya2 phos inh: 9%; B2AR arrestin: -1.4%; USP2a inh: 3%

Results for Cc1ccc2nc(-c3sc4nc(C)ccc4c3N)[nH]c2c1 ?
ELG1 genotox: inconclusive; BRCA1 expr act: 10%; PTAP TSG101 blk: -2%; Integrin act MD: -13%; ASM inhibitor: 96%[activator]; uPA surface inh: -13%; p53 reactivator: inconclusive; TRPV1 ag: 4; Eya2 phos inh: -13%; B2AR arrestin: 0.0%; USP2a inh: -5%

How did COc1ccc(N2CCN(Cc3nc4sc(C)c(C)c4c(=O)[nH]3)CC2)cc1 do in these assays?
ELG1 genotox: -1%; BRCA1 expr act: -2%; PTAP TSG101 blk: 1%; Integrin act MD: -15%; ASM inhibitor: 0%; uPA surface inh: 3%; p53 reactivator: 1%; TRPV1 ag: 2; Eya2 phos inh: 5%; B2AR arrestin: -0.1%; USP2a inh: 0%

What do the screens show for `CCN(CC)CCNC(=O)c1ccc(NC(=O)c2ccc(COc3ccccc3)cc2)cc1`?
ELG1 genotox: 0%; BRCA1 expr act: 5%; PTAP TSG101 blk: -1%; Integrin act MD: -54%[inhibitor]; ASM inhibitor: -13%; uPA surface inh: -2%; p53 reactivator: 1%; TRPV1 ag: 2; Eya2 phos inh: -7%; B2AR arrestin: -0.4%; USP2a inh: 4%

What do the screens show for `Cc1cc(F)ccc1NC(=O)c1cnccn1`?
ELG1 genotox: 3%; BRCA1 expr act: 0%; PTAP TSG101 blk: -1%; Integrin act MD: 4%; ASM inhibitor: 0%; uPA surface inh: 5%; p53 reactivator: -6%; TRPV1 ag: 0; Eya2 phos inh: 5%; B2AR arrestin: 0.2%; USP2a inh: -3%

Results for FC(F)(F)c1cc(-c2ccccc2)nc2ncnn12 ?
ELG1 genotox: 4%; BRCA1 expr act: -2%; PTAP TSG101 blk: -5%; Integrin act MD: 20%; ASM inhibitor: 2%; uPA surface inh: 5%; p53 reactivator: -20%; TRPV1 ag: 1; Eya2 phos inh: 0%; B2AR arrestin: 4.2%; USP2a inh: 0%

What do the screens show for `Cc1ccc(-n2nc3c(=O)n(CC(=O)NCc4ccccc4Cl)nc(C)c3c2C)cc1`?
ELG1 genotox: 2%; BRCA1 expr act: -12%; PTAP TSG101 blk: -1%; Integrin act MD: 1%; ASM inhibitor: 5%; uPA surface inh: 3%; p53 reactivator: 4%; TRPV1 ag: 3; Eya2 phos inh: 3%; B2AR arrestin: 0.0%; USP2a inh: 4%

What do the screens show for `O=C(Nc1ccc2ccccc2n1)Nc1ccccc1F`?
ELG1 genotox: 4%; BRCA1 expr act: 23%; PTAP TSG101 blk: 0%; Integrin act MD: 18%; ASM inhibitor: -2%; uPA surface inh: 1%; p53 reactivator: 10%; TRPV1 ag: -1; Eya2 phos inh: 1%; B2AR arrestin: 0.2%; USP2a inh: 3%

Results for COc1ccc(/C=N/Nc2cc(C)nc(N3CCOCC3)n2)c(OC)c1 ?
ELG1 genotox: 6%; BRCA1 expr act: 2%; PTAP TSG101 blk: -10%; Integrin act MD: 4%; ASM inhibitor: 0%; uPA surface inh: 4%; p53 reactivator: 3%; TRPV1 ag: -1; Eya2 phos inh: -22%; B2AR arrestin: 7.2%; USP2a inh: 3%

What do the screens show for `COc1ccc(OC)c(NC(=O)NCCc2c[nH]c3ccccc23)c1`?
ELG1 genotox: -4%; BRCA1 expr act: -4%; PTAP TSG101 blk: -6%; Integrin act MD: 9%; ASM inhibitor: -1%; uPA surface inh: -10%; p53 reactivator: 7%; TRPV1 ag: 26; Eya2 phos inh: 11%; B2AR arrestin: 0.6%; USP2a inh: -3%

What do the screens show for `COc1ccc(C(=O)c2sc(Nc3ccccc3)nc2C)cc1`?
ELG1 genotox: 0%; BRCA1 expr act: -10%; PTAP TSG101 blk: -3%; Integrin act MD: 1%; ASM inhibitor: 4%; uPA surface inh: 2%; p53 reactivator: 0%; TRPV1 ag: inconclusive; Eya2 phos inh: 6%; B2AR arrestin: 0.2%; USP2a inh: 3%

What do the screens show for `Cn1cc(C(=O)N2CCCCC2)c(=O)c2cc(S(=O)(=O)N3CCCC3)ccc21`?
ELG1 genotox: -3%; BRCA1 expr act: 8%; PTAP TSG101 blk: 0%; Integrin act MD: -24%; ASM inhibitor: 5%; uPA surface inh: 2%; p53 reactivator: 6%; TRPV1 ag: 2; Eya2 phos inh: -8%; B2AR arrestin: 0.4%; USP2a inh: 6%

How did O=C(CN1C(=O)NC2(CCCCCCC2)C1=O)NCc1ccccc1Cl do in these assays?
ELG1 genotox: 0%; BRCA1 expr act: 16%; PTAP TSG101 blk: -4%; Integrin act MD: 17%; ASM inhibitor: 13%; uPA surface inh: -13%; p53 reactivator: 0%; TRPV1 ag: 13; Eya2 phos inh: 10%; B2AR arrestin: 0.3%; USP2a inh: 1%

What do the screens show for `O=C(CCC1COc2ccccc2O1)NCc1ccccc1` (stereo not given)?
ELG1 genotox: -2%; BRCA1 expr act: -5%; PTAP TSG101 blk: -8%; Integrin act MD: -25%[7.66 µM]; ASM inhibitor: 1%; uPA surface inh: 2%; p53 reactivator: 2%; TRPV1 ag: inconclusive; Eya2 phos inh: 17%; B2AR arrestin: 0.0%; USP2a inh: 1%

What do the screens show for `O=C(NCCC1=CCCCC1)C1CCN(S(=O)(=O)c2ccc(-n3cnnn3)cc2)CC1`?
ELG1 genotox: 2%; BRCA1 expr act: -7%; PTAP TSG101 blk: -5%; Integrin act MD: 20%; ASM inhibitor: 2%; uPA surface inh: -1%; p53 reactivator: 1%; TRPV1 ag: 3; Eya2 phos inh: -1%; B2AR arrestin: -0.3%; USP2a inh: 0%

Results for CC(C)(C)NC(=O)NC(=O)CN1CCN(S(=O)(=O)c2ccc3c(c2)CCCC3)CC1 ?
ELG1 genotox: -6%; BRCA1 expr act: -44%; PTAP TSG101 blk: 1%; Integrin act MD: 19%; ASM inhibitor: 2%; uPA surface inh: 3%; p53 reactivator: 1%; TRPV1 ag: -4; Eya2 phos inh: 10%; B2AR arrestin: -0.1%; USP2a inh: -1%

How did Cc1cccc(/C=C2/Sc3ccc(C(=O)NCCN4CCCC4)cc3NC2=O)c1 do in these assays?
ELG1 genotox: 5%; BRCA1 expr act: -40%; PTAP TSG101 blk: -2%; Integrin act MD: -55%[inhibitor]; ASM inhibitor: -27%; uPA surface inh: -22%; p53 reactivator: 3%; TRPV1 ag: -6; Eya2 phos inh: 1%; B2AR arrestin: -0.9%; USP2a inh: 0%

How did Cc1ccc(S(=O)(=O)NCCc2nnc3ccc(SCC(=O)Nc4nc(C)cs4)nn23)cc1 do in these assays?
ELG1 genotox: 0%; BRCA1 expr act: 0%; PTAP TSG101 blk: -4%; Integrin act MD: 31%; ASM inhibitor: 4%; uPA surface inh: 3%; p53 reactivator: 1%; TRPV1 ag: -2; Eya2 phos inh: 6%; B2AR arrestin: -0.6%; USP2a inh: 4%

What do the screens show for `CCOC(=O)c1cc(NC(=O)OC)c(C)nc1C`?
ELG1 genotox: 1%; BRCA1 expr act: -18%; PTAP TSG101 blk: -3%; Integrin act MD: -3%; ASM inhibitor: 1%; uPA surface inh: 2%; p53 reactivator: -2%; TRPV1 ag: 0; Eya2 phos inh: -31%; B2AR arrestin: -0.3%; USP2a inh: 0%

Results for O=C(CN1CCOCC1)Nc1ccccc1Sc1ccccc1 ?
ELG1 genotox: -1%; BRCA1 expr act: -6%; PTAP TSG101 blk: 1%; Integrin act MD: 16%; ASM inhibitor: 1%; uPA surface inh: -2%; p53 reactivator: -14%; TRPV1 ag: -4; Eya2 phos inh: 1%; B2AR arrestin: -0.9%; USP2a inh: 4%

Results for CC[C@]1(C(=O)OC)[C@H]2C(=O)N(C)C(=O)[C@H]2[C@H]2CN=C(SCC3CC3)N21 ?
ELG1 genotox: -1%; BRCA1 expr act: 12%; PTAP TSG101 blk: 0%; Integrin act MD: -8%; ASM inhibitor: 4%; uPA surface inh: 5%; p53 reactivator: -1%; Eya2 phos inh: 2%; B2AR arrestin: -0.2%; USP2a inh: 2%
